Compound activity from PubChem BioAssay.
SENP8 block-1: SENP8 protease inhibitors, primary screen, biochemical, luminescence | Sentrin-specific protease 8 (Homo sapiens), Q96LD8 | purified SENP8, Z-RLRGG-aminoluciferin cleavage | inhibition, % at 10 µM | actives 1.2% (n = 330,000) | AID 2540, 2010; in the data active = inhibition above about 50%
SENP6 block: SENP6 protease inhibitors, primary screen, biochemical, luminescence, uHTS. Recombinant SENP6 catalytic domain, aminoluciferin luminescence. actives 1.8% (n = 330,000). inhibition, % at 10 µM. AID 2599, 2010;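 active = inhibition above about 50% at the single tested dose, limit read from the data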;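 note: plate controls were DMSO wells with enzyme for no effect and DMSO wells lacking enzyme for full effect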
PfG6PD inh: PfG6PD enzyme inhibitors, primary screen, biochemical, fluorescence intensity, uHTS | actives 0.78% (n = 350,000) | PfGluPho enzyme, NADPH resazurin-diaphorase fluorescence | inhibition, % at 20 µM | AID 504690, 2011;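 active = inhibition reaching at least a set limit at 20 µM in the primary screen, cut at about 59% in these data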;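 note: 0% = DMSO wells with substrate and 100% = DMSO wells lacking glucose-6-phosphate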
MIN6 prolif: inducers of MIN6 beta-cell proliferation, primary screen, ATP luminescence, uHTS. MIN6 cells proliferation, ATPlite luminescence, 48 h; cells starved in 0.2% serum; 100% = growth in 10% serum. proliferation, % at 10 µM. actives 0.29% (n = 330,000);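 active = compounds whose signal lies at least 3.5 SD above the mean of all wells on their plate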;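 note: 0% = DMSO-treated cells in low-serum medium and 100% = 10% serum control; some compounds called inactive have numbers as strong as hits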
SENP1 FRET inh: human SENP1 catalytic domain inhibitors, primary screen, biochemical, FRET, uHTS; Sentrin-specific protease 1 (Homo sapiens), Q9P0U3; recombinant SENP1 catalytic domain, CyPet-SUMO1-YPet FRET cleavage; inhibition, % at 10 µM; actives 0.21% (n = 360,000);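 active = inhibition at least 30% at 10 µM, raw YFP signal under a set limit, fluorescence ratio 0.5 to 1.5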;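 note: 0% = enzyme with DMSO and 100% = no enzyme wells; some results filed as inactive read as strong as hits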
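material = recombinant human SENP1 catalytic domain, His6-tagged | quantity = 20 pM enzyme | reagent = 25 nM SUMO1 FRET substrate | compound dosing = 10 µM single point, 0.5% DMSO | timing = 50 min enzyme reaction, room temperature, light-protected | detection = FRET, CFP and YFP emission | control set = no-enzyme low, enzyme-DMSO high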
UBC13 inh: UBC13 polyubiquitin chain formation inhibitors, primary screen, biochemical, TR-FRET, uHTS; Ubiquitin-conjugating enzyme E2 N (Homo sapiens), P61088; inhibition, % at 20 µM; actives 0.47% (n = 330,000); in the data active = inhibition above about 45%, passing the limit was not always enough
Target sequence (P61088 whole entry, looked up): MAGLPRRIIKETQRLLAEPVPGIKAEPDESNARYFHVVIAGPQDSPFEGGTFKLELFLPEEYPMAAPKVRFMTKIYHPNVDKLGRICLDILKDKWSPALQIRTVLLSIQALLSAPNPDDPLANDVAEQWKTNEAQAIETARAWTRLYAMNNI
SENP8 block-2: human SENP8 protease inhibitors, primary screen, biochemical, fluorescence, Nedd8 protein substrate, uHTS | Sentrin-specific protease 8 (Homo sapiens), Q96LD8 | recombinant SENP8 | inhibition, % at 20 µM | actives 0.64% (n = 360,000) | AID 602440, 2012; in the data active = inhibition mostly above about 40%, no sharp cut-off; inactive = mostly below about 27%
HKDC1 inhibitor: HKDC1 hexokinase inhibitors, primary screen, biochemical, fluorescence, uHTS. recombinant HKDC1, G6PDH/diaphorase resazurin coupled fluorescence. inhibition, % at 20 µM. actives 0.16% (n = 340,000). AID 493160, 2011;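 active = inhibition above about 35% when tested at 20 µM, limit read from the data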;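 note: plate controls were DMSO wells with enzyme for no effect and DMSO wells lacking enzyme for full effect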
Target sequence (Q2TB90 whole entry, looked up): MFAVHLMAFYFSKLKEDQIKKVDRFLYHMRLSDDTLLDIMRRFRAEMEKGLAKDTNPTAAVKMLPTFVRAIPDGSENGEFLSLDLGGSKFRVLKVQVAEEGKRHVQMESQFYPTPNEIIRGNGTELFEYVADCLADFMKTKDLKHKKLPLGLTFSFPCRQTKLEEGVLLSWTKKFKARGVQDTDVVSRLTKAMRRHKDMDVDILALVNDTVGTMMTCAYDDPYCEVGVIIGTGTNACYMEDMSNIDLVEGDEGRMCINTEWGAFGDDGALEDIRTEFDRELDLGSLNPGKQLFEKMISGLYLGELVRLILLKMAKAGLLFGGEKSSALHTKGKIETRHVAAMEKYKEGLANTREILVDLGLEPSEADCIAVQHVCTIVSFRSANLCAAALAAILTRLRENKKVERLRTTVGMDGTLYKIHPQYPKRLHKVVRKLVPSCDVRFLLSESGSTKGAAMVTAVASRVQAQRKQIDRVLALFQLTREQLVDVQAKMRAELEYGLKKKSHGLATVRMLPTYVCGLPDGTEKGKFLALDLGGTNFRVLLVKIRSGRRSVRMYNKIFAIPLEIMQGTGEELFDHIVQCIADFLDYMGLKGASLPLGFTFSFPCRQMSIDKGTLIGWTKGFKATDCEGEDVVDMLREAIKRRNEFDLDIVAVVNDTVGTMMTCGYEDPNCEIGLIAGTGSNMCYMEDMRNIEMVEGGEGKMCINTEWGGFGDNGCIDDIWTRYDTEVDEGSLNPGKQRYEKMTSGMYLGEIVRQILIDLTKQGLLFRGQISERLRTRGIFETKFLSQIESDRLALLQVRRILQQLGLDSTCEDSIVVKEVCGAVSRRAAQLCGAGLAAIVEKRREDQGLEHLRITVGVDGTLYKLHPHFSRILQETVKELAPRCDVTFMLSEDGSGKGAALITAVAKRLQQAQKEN
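Assay system: in-house recombinant HK5 (HKDC1) enzyme. Input: HKDC1 at 5 µg/mL. Medium: Tris pH 8.0 buffer with MgCl2, Tween-20, BSA, BME. Dosing: single 20 µM dose. Schedule: 90 min reaction incubation at room temperature, dark. Signal: resazurin-to-resorufin fluorescence via G6PDH and diaphorase coupling, 525/613 nm. Controls: DMSO-enzyme wells negative, buffer-substituted wells positive.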
SENP7 block: SENP7 protease inhibitors, primary screen, biochemical, luminescence, uHTS | actives 1.5% (n = 330,000) | Sentrin-specific protease 7 (Homo sapiens), Q9BQF6 | AID 434973, 2010 | recombinant SENP7, Z-RLRGG-aminoluciferin luminescence, 40 min | inhibition, % at 5 µM;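 active = inhibition above about 50% at the single test dose, limit read from the data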;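 note: plate controls were DMSO with enzyme for no effect and no enzyme buffer wells for full effect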
* = called active by the depositor; / = not tested or not shown.

SMILES	SENP8 block-1	SENP6 block	PfG6PD inh	MIN6 prolif	SENP1 FRET inh	UBC13 inh	SENP8 block-2	HKDC1 inhibitor	SENP7 block
CN(CC(=O)Nc1cccc(F)c1)C(=O)CN1C(=O)C2CC=CCC2C1=O (stereo not given)	-3	4	16	-2	2	2	18	-4	0
CC(C)(C)OC(=O)CNC(=O)c1nc[nH]c1C(=O)N1CCN(C(=O)OC(C)(C)C)CC1	-2	13	-7	-4	2	0	13	-4	6
Cc1c(CCO)c(=O)n(-c2ccccc2)n1S(=O)(=O)c1ccc(Cl)cc1	-9	-4	5	-3	-1	-11	17	2	-4
CC(=O)Nc1ccc2nc(SCC(=O)Nc3ccc(N4CCOCC4)c(Cl)c3)sc2c1	-10	7	1	-1	3	-10	5	0	7
O=C1C(Cc2ccccc2)Nc2ncnc(N3CCN(c4ccccc4)CC3)c2N1Cc1ccccc1 (stereo not given)	9	11	8	-7	-11	-12	-26	1	2
O=C(NC1CCCCC1)C(c1ccco1)N(Cc1cccnc1)C(=O)C1COc2ccccc2O1 (stereo not given)	-6	-20	-12	3	2	-6	12	-4	-7
COc1cc2c(cc1NC(=O)COC(=O)Cn1cnc3ccccc31)oc1ccccc12	-2	-16	36	0	2	23	-12	-3	-3
Cc1cc(Cl)c2oc(C(=O)N3CCN(C4CCS(=O)(=O)C4)CC3)c(C)c2c1 (stereo not given)	4	1	4	8	2	0	-1	-2	1
CCC(Sc1nc2ccccc2o1)C(=O)Nc1nnc(C)s1 (stereo not given)	-4	-8	-3	-2	-2	6	3	-1	3
O=C(c1cc2cc(F)ccc2[nH]1)N1CCc2ccccc21	-16	5	-5	-4	-9	-4	-58	-9	30
Cc1cc(OCC(O)CNC(C)c2ccccc2)ccc1C(C)C (stereo not given)	-9	-20	-21	-4	0	26	10	6	-14
CC(C)CC(C(=O)OCC(=O)c1c(N)n(C)c(=O)n(C)c1=O)N1C(=O)C2CC=CCC2C1=O (stereo not given)	-2	-8	-3	-1	-2	-6	17	-2	-12
CCc1nc(C(N)=O)c2[nH]c(=O)n(-c3ccc(OC)cc3OC)c2n1	-9	-22	-1	-2	-1	-1	8	-9	-12
Cc1cccc(CCNC(=O)CCS(=O)(=O)c2ccc3nc(C)sc3c2)c1	-2	-5	5	-1	-1	-7	8	-6	-8
Cc1sc2ncnc(SCC(=O)N(C)C3CCS(=O)(=O)C3)c2c1C (stereo not given)	-5	-9	-3	-2	0	-5	36	0	-11
Cc1ccc2c(c1)N(C(C)C(=O)NCc1ccccn1)C(=O)CO2 (stereo not given)	-9	-8	-2	-2	2	1	-2	-8	-5
CCOC(=O)c1ccc(N/C(=N\S(=O)(=O)c2ccc(F)cc2F)c2ccccc2)cc1	3	17	-5	0	0	3	10	-4	4
Cc1ccc(OCCN(C)C(=O)CC2C(=O)NCCN2CC(C)(C)C)cc1 (stereo not given)	6	11	3	-1	-15	10	-92	-3	-2
COC(=O)c1c(NC(NC(=O)C(C)(C)C)C(Cl)(Cl)Cl)sc2c1CCC2 (stereo not given)	-4	-12	37	-7	0	-6	32	-4	-8
O=C(NC1CC1)c1cc(-c2ccc(Br)cc2)nc2ccccc12	-2	14	10	0	-8	3	-23	-2	-1
CC(=O)Nc1sc2c(c1C#N)CCC2	-7	5	4	-1	0	4	3	-7	5
CN(CC(=O)Nc1c(Cl)cccc1Cl)C(=O)c1ccc(-n2cncn2)c([N+](=O)[O-])c1	0	-5	-30	-1	1	-4	14	4	4
CN(C)S(=O)(=O)c1cccc(NC(=O)c2cccc(S(=O)(=O)N3CCCCCC3)c2)c1	-18	-4	4	-2	1	-3	4	2	4
c1ccc2nc(SCc3cn4ccccc4n3)cnc2c1	-14	-8	1	-3	0	-12	9	-9	-2
CC1CCN(c2c([N+](=O)[O-])c(=O)oc3ccccc23)CC1	-8	35	1	0	-1	2	10	-9	-3
O=C(O)C1C2C=CC(C2)C1C(=O)NCCc1ccccc1 (stereo not given)	4	5	4	-2	-2	5	18	4	-1
O=C(CSc1nnc(-c2cccs2)n1-c1cccc(Cl)c1)c1cccc2c1OCCO2	-4	-12	0	0	0	5	-7	0	-8
NC(=O)CNc1ncc(C(F)(F)F)cc1Cl	-5	-2	6	0	-1	2	3	2	1
O=C(NCCc1cccc(Cl)c1)C1CCC(=O)N(Cc2ccc(Cl)cc2)C1 (stereo not given)	-11	10	-8	-1	1	-4	4	6	6
CC(OC(=O)C1=Cc2ccccc2OC1)C(=O)NCc1ccco1 (stereo not given)	8	12	-14	-1	1	6	-80	-1	5
Cc1ccc(N/N=C(\C#N)C(=O)c2ccsc2)cc1	-2	12	-8	-4	0	-5	25	7	-3
Cc1cccc(OCC(=O)NC(C)C(=O)N/N=C/c2c(OCc3ccccc3)ccc3ccccc23)c1 (stereo not given)	-3	-5	7	-4	2	-3	-48	1	8
O=C(NCCc1cccnc1)C1CCC(=O)N(Cc2cccc(C(F)(F)F)c2)C1 (stereo not given)	-1	-17	-25	2	0	-2	-5	3	-4
CCCCc1c(C)c(C#N)c2[nH]c3ccccc3n2c1=O	22	14	-33	-6	-2	-9	-413	16	32
COc1ccc(-c2nnc(SCC(=O)Nc3ccc(Cl)cc3)n2C)cc1	3	-10	-10	-2	3	-2	0	5	-4
Cc1c(=O)n(OCc2ccccc2)c2ccccc2[n+]1[O-]	10	-1	-3	-1	1	2	-64	4	2
Cc1ccc(NS(=O)(=O)c2ccccc2Cl)c2c1CC(C)(C)O2	-3	-6	109*	1	-2	4	16	2	7
COC(=O)c1c(NC(=O)c2ccc(S(=O)(=O)N3CCOCC3)cc2)sc2c1CCN(C)C2	1	-4	-21	-3	/	8	/	-6	-4
CN(Cc1ccccc1)C(=O)C1CCCN1S(=O)(=O)c1ccc2c(c1)n(C)c(=O)c(=O)n2C (stereo not given)	7	6	4	3	1	14	-49	2	5
CCOC(=O)c1c(C)n(-c2ccc(OC)cc2)c2ccc(O)c(CN(C)C)c12	-4	-2	8	-7	4	29	18	-4	0
O=C(CC1SC(=Nc2ccccc2)N(Cc2ccccn2)C1=O)Nc1ccc(Br)cc1 (stereo not given)	-1	-5	27	0	-2	3	12	1	1
CCOc1ccc(CCNC(=O)COC(=O)c2ccco2)cc1OCC	-3	-7	11	5	-2	6	5	-2	-2
CCOC(=O)C1=C(C)NC(=O)C(C#N)C1c1ccncc1 (stereo not given)	1	5	-92	0	0	6	7	1	0
O=C(CCN1CCC2CCC(C2)C1)c1ccccc1 (stereo not given)	/	/	3	/	-1	/	15	-5	/
CCn1c(C)cc(/C=C2\NC(=O)N(CC(=O)Nc3cccc(C)c3)C2=O)c1C	5	0	4	0	-26	-12	-173	2	1

Full records, looked up by structure. Values in the order: SENP8 block-1 | SENP6 block | PfG6PD inh | MIN6 prolif | SENP1 FRET inh | UBC13 inh | SENP8 block-2 | HKDC1 inhibitor | SENP7 block
CCOC(=O)C1=C(C)NC(=O)C(C#N)C1c1ccncc1 (stereo not given) reads 1 | 5 | -92 | 0 | 0 | 6 | 7 | 1 | 0
CN(Cc1ccccc1)C(=O)C1CCCN1S(=O)(=O)c1ccc2c(c1)n(C)c(=O)c(=O)n2C (stereo not given) reads 7 | 6 | 4 | 3 | 1 | 14 | -49 | 2 | 5
Cc1c(=O)n(OCc2ccccc2)c2ccccc2[n+]1[O-] reads 10 | -1 | -3 | -1 | 1 | 2 | -64 | 4 | 2
Cc1cccc(OCC(=O)NC(C)C(=O)N/N=C/c2c(OCc3ccccc3)ccc3ccccc23)c1 (stereo not given) reads -3 | -5 | 7 | -4 | 2 | -3 | -48 | 1 | 8

Next entries follow:
SMILES	SENP8 block-1	SENP6 block	PfG6PD inh	MIN6 prolif	SENP1 FRET inh	UBC13 inh	SENP8 block-2	HKDC1 inhibitor	SENP7 block
COC(=O)c1ccccc1N1C(=O)C2C(C1=O)C1C=CC2C12CC2 (stereo not given)	-6	-30	-7	-3	2	-5	1	3	-10
Cc1ccc(C(=O)N/C(=C/c2cccnc2)C(=O)O)cc1	-11	-5	11	-2	2	-6	11	3	-9
NS(=O)(=O)c1ccc(N=Nc2c(O)[nH]c3ccc(Br)cc23)cc1	-1	-7	5	1	29	-2	20	4	0
CC1(c2nnc(Cc3ccccc3)o2)CC(c2cccc(F)c2)=NO1 (stereo not given)	-2	1	3	0	0	14	21	6	-1
CCOc1ccc(NC(=O)C(C)C(Cc2ccc(C)cc2)C(=O)O)cc1 (stereo not given)	-6	-6	-6	7	4	-2	13	-2	-2
O=C(c1cc2sccc2n1Cc1ccc(F)cc1)N1CCN(c2nc3ccccc3s2)CC1	-3	-1	-7	-4	-1	-3	26	6	-2
Cc1nnc2n(c1=O)C(CS(=O)(=O)c1ccc3ccccc3c1)CS2 (stereo not given)	-3	2	7	-3	1	-2	8	-4	1
CC/C(=N/OC(=O)c1cccc(C)c1)C(=O)c1cccs1	-11	3	-4	-1	3	8	0	3	2
CCCS(=O)(=O)N1CCCC(C(=O)NCc2ccc3c(c2)OCO3)C1 (stereo not given)	-6	-18	-23	0	-1	-2	12	-15	10
COCCNC(=O)Cn1nc(C(F)(F)F)c(Cl)c1C	5	0	-11	-2	3	4	22	2	1
Cc1ccc(C(=O)CC(=O)c2ccccc2)cc1	70*	75*	-23	-3	0	5	20	-9	66*
CCCCN(C)CCCNC(=O)C1CC(=O)N(Cc2ccc(OC)cc2)C1 (stereo not given)	-7	-27	-16	-3	2	1	12	-13	-6
COc1ccccc1N(C)S(=O)(=O)c1ccc(C(=O)Nc2nnc(C)s2)cc1	-4	3	-35	1	0	-7	-2	-1	-2
COc1cc(OC)c(C(=O)OCC(=O)Nc2cc(C)on2)cc1OC	-10	-5	-13	0	3	4	-28	-8	-9
CC1CCC2(CC1)NC(=O)N(NC(=O)CSc1nnc(NC3CC3)s1)C2=O (stereo not given)	-16	-13	4	0	-1	-5	1	-3	-9
Cc1cccc(OCC(=O)NNC(=O)C2CCN(c3ncnc4sc(C)c(C)c34)CC2)c1	1	-3	-16	-1	0	8	8	-1	3
COc1ccc(N2C(=NC(=O)CCCc3ccccc3)SC3CS(=O)(=O)CC32)cc1 (stereo not given)	0	0	-8	-2	2	-3	16	4	-1
Nn1c(SCC(=O)NCCN2C(=O)CSC2=O)nnc1-c1ccc(OC(F)F)cc1	4	12	4	0	2	3	12	-3	-9
C=CCC(NCc1ccccc1)c1ccco1 (stereo not given)	2	20	-14	-1	-3	-7	-7	-4	3
NNC(=O)c1cc(O)c(O)c(O)c1	-5	-2	58	-5	0	18	20	14	2
CCCC(C)Sc1nc2c([nH]1)c(=S)n(C)c(=O)n2C (stereo not given)	/	/	-16	/	3	/	-16	-2	/
O=S(=O)(NC1CC1)c1ccc(Cl)cc1F	10	-7	13	0	1	8	3	-3	1
